High-throughput results (PubChem)
IL1B secr inh – qHTS for Inhibitors of Inflammasome Signaling: IL-1-beta AlphaLISA Primary Screen; THP-1 LPS/ATP IL-1B secretion, AlphaLISA, 16 h; hits give low values; 360,000 compounds, 4.7% hits; activity change, % at 57.5 µM; in the data active means activity change below about -50%; inconclusive means mostly about -30% to -49%; further: on the % scale 0 is the no-effect control and ±100 the full control effect
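THP-1 cells pretreated 1 hr with compounds (up to 57.5 uM final), then stimulated with LPS (250 ng/mL final) plus ATP (1.25 mM final); secreted IL-1B measured by AlphaLISA after 16 hr, decreased signal indicating inhibition.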
SW480 rerep – A quantitative high throughput screen for small molecules that induce DNA re-replication in SW480 colon adenocarcinoma cells | SW480 DNA re-replication, Hoechst DNA content imaging, 48 h | Potency, µM (titrated, usually from 46.1 µM), without a hit: at the top dose re-replication activation, usual class: activators | 340,000 compounds, 1.8% hits | AID 624297, 2012; further: potency means the concentration at half of the fitted maximal effect; % of control where 0% means no effect; nearly all actives have a fitted effect of over 55% in size
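Compounds, transferred as 23 nL by pin tool, were incubated with cells for 48 hr; DNA content per nucleus was then quantified by Hoechst staining and fluorescence plate imaging.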
ATXN2 expr inh – Primary qHTS for Inhibitors of ATXN expression | HEK-293 ATXN2-luciferase reporter, luminescence, 24 h | Potency, µM (titrated, usually from 57 µM), for inactives: top-dose activity change, negative = inhibition, usual class: inhibitors | 360,000 compounds, 0.72% hits | AID 1745845, 2022; further: potency means the concentration at half of the fitted maximal effect; on the % scale 0 is the no-effect control and ±100 the full control effect; nearly all actives have a fitted effect of over 55% in size
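ATXN2-luciferase reporter cells (luciferase flanked by upstream and downstream ATXN2 gene portions) were treated 24 h at 37 °C with compounds at up to 57 uM. SteadyGlo luminescence gave expression; GF-AFC fluorescence gave viability.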
S2 tox – Viability Counterscreen for Primary qHTS for Inhibitors of ATXN expression. S2 cells (HEK-293 line with an ATXN2-luciferase reporter) viability, CellTiter-Fluor protease fluorescence, 24 h. Potency, µM (top dose mostly 56.7 µM), hits mostly cytotoxic. 400,000 compounds, 0.49% hits; further: potency means the concentration at half of the fitted maximal effect; nearly all actives have a fitted effect of over 40% in size
MCF10A rereplic – A quantitative high throughput screen for small molecules that induce DNA re-replication in MCF 10a normal breast cells; MCF 10A DNA re-replication, Hoechst nuclear intensity, 48 h; 350,000 compounds, 2.9% hits; AID 624296, 2012; Potency, µM (highest dose often 46.1 µM), for the others: top-dose activity, positive = re-replication, most hits filed as activators; further: potency means the concentration at half of the fitted maximal effect; % of control where 0% means no effect; nearly all actives have a fitted effect of over 50% in size
KB-V1 MDR tox – qHTS assay for MDR1-selective chemotherapeutics: Primary screen using the drug-selected MDR subline cells KB-V1; KB-V1 MDR cells viability, CellTiter-Glo, 72 h; AID 1347076, 2019; Potency, µM (top dose mostly 46.1 µM), inactives show at the top dose activity change, negative = cytotoxicity, hits mostly cytotoxic; 400,000 compounds, 3.4% hits; further: potency means the concentration at half of the fitted maximal effect; on the % scale 0 is the no-effect control and ±100 the full control effect; nearly all actives have a fitted effect of over 60% in size
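In this primary screen, KB-V1 cells overexpressing P-gp are incubated with library compounds (lowest to highest concentration) for 72 h at 37 degrees C before a luminescent ATP viability read.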
KB-3-1 cytotox – qHTS assay for MDR1-selective chemotherapeutics: Primary screen using the parental adenocarcinoma cell KB-3-1; KB-3-1 viability, CellTiter-Glo ATP luminescence, 72 h; Potency, µM (highest dose often 46.1 µM), without a hit: at the top dose activity change, negative = cytotoxic, hits mostly cytotoxic; 400,000 compounds, 1.4% hits; further: potency means the concentration at half of the fitted maximal effect; on the % scale 0 is the no-effect control and ±100 the full control effect; nearly all actives have a fitted effect of over 60% in size
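72 h, 37 °C compound treatment of KB-3-1 parental cells; CellTiter-Glo added, 10 min, luminescence read. Data corrected against DMSO-only plates and normalized before curve fitting.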
HT1080 IDH1KD tx – qHTS for induction of synthetic lethality in tumor cells producing 2HG: qHTS for the HT-1080-IDH1KD cell line; 360,000 compounds, 2% hits; AID 686971, 2013; HT-1080 IDH1 knockdown viability, ATP luminescence, 48 h; Potency, µM (series often up to 46.1 µM), inactives show at the highest dose activity, negative = toxicity, most hits filed as cytotoxic;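 further: potency means the concentration at half of the fitted maximal effect; 0% = DMSO wells and -100% = cell-free medium wells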
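Viability of IDH1-knockdown HT-1080 fibrosarcoma cells was assessed by CellTiter-Glo after 48 h at 37 °C with titrated compound; concentration-effect curves were classified by fit quality and response size.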
HT1080-NT tox – qHTS for induction of synthetic lethality in tumor cells producing 2HG: qHTS for the HT-1080-NT fibrosarcoma cell line; HT-1080-NT fibrosarcoma viability, CellTiter-Glo ATP luminescence, 48 h; Potency, µM (top dose mostly 46.1 µM), inactives show at the top dose activity, negative = less viability, most hits filed as cytotoxic; 360,000 compounds, 1.6% hits; AID 686970, 2013;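 further: NT is the 2HG producing partner of a matched IDH1 knockdown line; potency means the concentration at half of the fitted maximal effect; 0% = DMSO-treated cells and -100% = media-only wells without cells; nearly all actives have a fitted effect of over 55% in size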
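Viability of the 2HG-overproducing fibrosarcoma line after 48 hours of compound exposure at 37 degrees C was determined by luminescence with CellTiter-Glo, and concentration-effect curves were then fitted and categorized.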
An asterisk follows results filed as active; i = inactive; ? = inconclusive; . = not tested or not shown; & = joins results of further samples; [ ] = another dose, or the depositor's remark. Unless noted, the call rests on the fitted dose curve; in most records, active means well fitted curve in the direction sought with a large enough effect; inconclusive means small, poorly fitted or top-dose-only effect, or another doubt; inactive means no such curve, though single readings can be large; an effect the other way counts as inactive or inconclusive. Rows are unselected; any-hit rate near 11%.

Order of results: IL1B secr inh | SW480 rerep | ATXN2 expr inh | S2 tox | MCF10A rereplic | KB-V1 MDR tox | KB-3-1 cytotox | HT1080 IDH1KD tx | HT1080-NT tox
O=C(NCCN1CCN(c2ccccc2)CC1)c1ccc(NC(=O)C2CCCO2)cc1 (configuration not stated)
 : 0 | -4% | -6% | i | 3% | 8% | 12% | 0% | 7%
Cc1ccc(OCCCCn2ccnc2)c(Cl)c1
 : -13 | 0% | 12% | i | 2% | 21µM* | 8% | -10% | -15%
CN(CC(=O)Nc1ccc(Cl)c(C(F)(F)F)c1)S(=O)(=O)c1cnc[nH]1
 : 12 | . | . | i | . | 0% | 7% | 5% | 6%
CCOc1ccccc1NC(=O)CCN(c1ccc(C)cc1)S(=O)(=O)c1ccccc1
 : 6 | -1% | -6% | i | 6% | 2.6µM* | ? | -24% | -12%
Cc1ccccc1N1CCN(C2CCCN(C(=O)c3ccsc3)C2)CC1 (configuration not stated)
 : i | 2% | 7% | i | ? | -18% | -23% | -2% | 1%
Cc1ccsc1C(=O)NCc1ccc(F)cc1
 : 4 | -22% | 17% | i | 1% | 18% | -1% | 6% | 6%
Cc1ccccc1Cc1c(C)nc2nc(SCC(=O)NCCCN3CCCCC3)nn2c1C
 : -24 | 12% | -19% | i | ? | 1% | 0% | 3% | 0%
N#C/C(=C\c1ccc(OCc2ccc(C(=O)O)cc2)cc1)C(=O)NCc1ccccc1
 : -25 | -9%[1.84 µM] | -13%[11.3 µM] | i | -28% | 28% | 1% | -15% | -16%
COc1ccccc1NC(=O)N(Cc1cccs1)Cc1cc2cc3c(cc2[nH]c1=O)OCO3
 : 8 | ? | -26% | ? | 21µM* | ? | ? | ? | ?
O=C(NCc1ccccc1Cl)c1ccc2oc(=O)n(Cc3ccccc3)c2c1
 : . | . | 3% | i | . | -17% | ? | . | .

Part of the list above, showing only HT1080 IDH1KD tx, ATXN2 expr inh and IL1B secr inh:
SMILES	HT1080 IDH1KD tx	ATXN2 expr inh	IL1B secr inh
N#C/C(=C\c1ccc(OCc2ccc(C(=O)O)cc2)cc1)C(=O)NCc1ccccc1	-15%	-13%[11.3 µM]	-25
COc1ccccc1NC(=O)N(Cc1cccs1)Cc1cc2cc3c(cc2[nH]c1=O)OCO3	?	-26%	8

New compounds follow
Order of results: IL1B secr inh | SW480 rerep | ATXN2 expr inh | S2 tox | MCF10A rereplic | KB-V1 MDR tox | KB-3-1 cytotox | HT1080 IDH1KD tx | HT1080-NT tox
Fc1ccc(CNC(=S)Nc2ccccc2Cl)cc1
 : 7 | -2% | -9% | i | -1% | -26% | 0% | 11% | 6%
Cc1cnc(NC(=O)CSc2nnc3ncccn23)s1
 : 63 | -5% | -25% | . | -1% | -3% | -4% | 26% | 24%
COc1ccc(C2=NN(CCC(=O)NCc3ccc4c(c3)OCO4)C(=O)CC2)cc1
 : -9 | . | -2% | i | -1% | ? | 5% | 0% | 4%
ClN=C1C=CC=CC1=NCl
 : 66 | . | 4% | i | . | -11% | 0% | 1% | -12%
COc1ccc(C2=Nc3ccccc3NC(=O)C2N(Cc2ccc(F)cc2)C(=O)c2ccco2)cc1 (configuration not stated)
 : -2 | . | 4% | ? | . | 14% | 0% | ? | ?
CCCCC(=O)NC1(C(F)(F)F)C(=O)N(Cc2ccco2)C(C)=C1C(=O)OC (configuration not stated)
 : -1 | -5% | 12% | i | 3% | -2% | 6% | 14% | 5%
Cc1ccc(Cn2ccc(NC(=O)c3noc4c3CCCCC4)n2)cc1
 : 1 | 5% | 38% | i | 18% | 5.2µM* | ? | 2% | 7%
CCC(C)NC(=O)C(NS(=O)(=O)c1ccc2c(c1)c(=O)n(C)c(=O)n2C)c1ccccc1 (configuration not stated)
 : 32 | -4% | -2% | i | -14% | 5% | 3% | -2% | -10%
O=C(CC1SC(N2CCOCC2)=NC1=O)Nc1cccc(C(F)(F)F)c1 (configuration not stated)
 : -2 | 1% | 8% | i | -4% | ? | 0% | 10% | -2%
COc1ccc(Nc2nc(N3CCN(S(C)(=O)=O)CC3)nc3ccccc23)c(OC)c1
 : 16 | 11%[1.84 µM] | -2% | i | -9% | 1% | -1% | -11% | -16%
Fc1ccccc1Nc1nc(-c2ccncc2)nc2ccccc12
 : -7 | -1% | -10%[11.3 µM] | i | -1% | -23% | -8% | -16% | -5%
COCCCNC(=O)C1CCN(S(=O)(=O)c2ccc3nc4c(c(C(=O)O)c3c2)CCCCC4)CC1
 : 41 | 3% | -1% | i | 5% | 0% | -6% | 10% | 19%
CC(C)C(=O)Nc1nnc(S(=O)(=O)N2CCCc3ccccc32)s1
 : 12 | 1% | 10% | i | ? | 0% | 10% | -1% | -10%
CC1CC(C)CN(C(=O)CSc2ccsc2[N+](=O)[O-])C1 (configuration not stated)
 : -12 | ? | . | i | 2% | -2% | 0% | 1% | 7%
O=C(CCCn1cnc([N+](=O)[O-])n1)Nc1ccc(F)c(Cl)c1
 : 7 | 17% | . | i | -3% | 0% | -10% | -17% | 0%
CC1CN(S(=O)(=O)c2ccc(C(=O)OCc3ccc(C#N)cc3)cc2)CC(C)O1 (configuration not stated)
 : 15 | -6% | . | i | 4% | 11% | 4% | -3% | 3%
CCCCOC(=O)Nc1ccc(C)c(Cl)c1
 : -2 | -3% | 8% | i | 0% | ? | 9% | -9% | -8%
CCCc1nc2n[nH]c(N)c2c2c1CCCC2
 : -12 | -10% | 3% | i | 4% | -15% | -2% | -24% | -16%
N#Cc1cccc(NC(=O)C2CCN(c3cnccn3)CC2)c1
 : . | . | 1% | i | . | 8% | 0% | . | .
CC1=C(C)CC(C(=O)Nc2cccc([N+](=O)[O-])c2)C(C(=O)O)C1 (configuration not stated)
 : -16 | -8% | -9% | i | 7% | -16% | -6% | 16% | 11%
O=C(NCc1ccccc1)c1cc(C2COCCN2S(=O)(=O)c2cccs2)on1 (configuration not stated)
 : 10 | . | 1% | i | . | -3% | 0% | 8% | 18%
Cc1cc2nnc(SC3CCCCN(C(=O)c4ccc(F)cc4)C3=O)n2c2ccccc12 (configuration not stated)
 : -9 | 1% | 3% | i | -3% | -19% | 27% | 19% | 24%
CC1CCc2sc3nc(NCc4ccco4)n4ncnc4c3c2C1 (configuration not stated)
 : 18 | -3% | 19% | i | ? | ? | -30% | -1% | -14%
CCCN1CNC(=S)N(c2ccc(C(=O)OCC)cc2)C1
 : -12 | -33%[inhibitor] | -3% | i | -12% | -6% | -1% | 15% | 11%
COc1ccc(NS(=O)(=O)c2cccc(C(=O)NCCCN3CCCC3=O)c2)cc1
 : 32 | -78%[inhibitor] | -1% | i | -10% | ? | 5% | 3% | 0%
CC1(C)CC(=O)C2=C(C1)OC(N)=C(C#N)C2CCc1ccccc1 (configuration not stated)
 : -1 | -2% | -3% | i | 12% | 2% | 12% | 1% | 9%
Cc1nc2sccn2c(=O)c1CCN1CCC(=C(c2ccc(F)cc2)c2ccc(F)cc2)CC1
 : ? | ? | -7%&65% | ? | 2.1µM* | ? | -11% | ? | ?
C[C@H]1CN([C@@H](C)CO)C(=O)CCCn2nncc2CO[C@@H]1CN(C)S(=O)(=O)c1ccccc1
 : 18 | . | 11% | i | . | 0% | 15% | 14% | 15%
O=C(Cn1c(COc2ccc(Cl)cc2)nc2ccccc21)NCC(F)(F)F
 : -16 | -4% | 14% | i | 1% | -19% | 16% | 7% | 5%
O=c1cc(CSc2nc3ccccc3c(=O)[nH]2)c2ccc(O)cc2o1
 : 25 | -13% | -20%[11.3 µM] | . | ? | -10% | -5% | -12% | -14%
Cc1cccc(NC(=O)c2cccc(Cn3cc(Br)c([N+](=O)[O-])n3)c2)c1C
 : ? | -2% | -4% | i | -4% | 12µM* | ? | -11% | -27%
COc1ccc(C(=O)OC(C)CN2CCOCC2)cc1OC (configuration not stated)
 : 18 | -2% | 1% | i | -4% | -22% | 13% | 0% | -5%
CCC(=O)Nc1cccc(C2=NOC3(C2)C[C@@H](C(N)=O)N(C(=O)c2cc([N+](=O)[O-])cc([N+](=O)[O-])c2C)C3)c1 (some centres not stated)
 : 16 | -5% | 10% | i | 10% | -11% | 10% | 5% | 11%
Cc1cc(-c2ccc(Cl)cc2)oc(=O)c1NC(=O)c1ccccc1
 : 15 | 16% | 0% | i | 6% | -12% | -5% | -2% | -2%
CSc1nc2ccccc2nc1N(C)S(=O)(=O)c1ccc(C)cc1
 : 67 | 9% | -15% | i | 14% | -15% | -2% | -9% | 12%
CCCC12CN3CCN(CC(C3)/C1=N\NC(=O)c1ccc(F)cc1)C2
 : 5 | -2% | -31% | i | -1% | 6% | -14% | 7% | 15%
COc1cc(S(=O)(=O)N(C)C)ccc1Br
 : 0 | -3% | -1% | i | -8% | 14% | 3% | -7% | 4%[9.24 µM]
O=S(=O)(c1ccccc1)N1CCN(C(=S)Nc2ccccc2Cl)CC1
 : -7 | 18% | -11% | i | -1% | . | . | -8% | -12%
COc1ccc(C(=O)Nn2c(C)nc3ccccc3c2=O)cc1Br
 : -12 | -4% | . | i | -4% | ? | 1% | 9% | 15%
COc1ccc(NC(=O)C2CCN(c3ncnc4c3nc3n4CCCCC3)CC2)c(OC)c1
 : 5 | ? | -22% | i | 3% | -15% | 0% | -1% | -8%
O=C(COC(=O)CNC(=O)c1ccccc1F)NCCNC(=O)COC(=O)CNC(=O)c1ccccc1F
 : 10 | -6% | -7% | i | 0% | 7% | 12% | 8% | 3%
COC(=O)c1c(NC(=O)C(=O)NCCCN2CCOCC2)sc2c1CCC2
 : 0 | ? | -11% | i | 15% | 0% | 2% | -27% | -1%
CCOC(=O)C1(Cc2cccc(OC)c2)CCCN(Cc2nccn2CC)C1 (configuration not stated)
 : -4 | 7% | -23% | i | 8% | 0% | -7% | -18% | -7%
